# hIAP block = human IAP inhibitors, primary screen, biochemical, luminescence, uHTS; Intestinal-type alkaline phosphatase (Homo sapiens), P09923; purified IAP, CDP-Star luminescence, 30 min; inhibition, % at 10 µM; 0.12% of 330,000 active; AID 2544, 2010;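 active = inhibition reaching a set limit with compound at 10 µM in the primary screen, cut at about 35% in these data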;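 also: plate controls were DMSO wells with enzyme for no effect and no-enzyme buffer wells for full effect; values of inactives mirror those of a sister screen read the other way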
# Target sequence (P09923 whole entry, looked up): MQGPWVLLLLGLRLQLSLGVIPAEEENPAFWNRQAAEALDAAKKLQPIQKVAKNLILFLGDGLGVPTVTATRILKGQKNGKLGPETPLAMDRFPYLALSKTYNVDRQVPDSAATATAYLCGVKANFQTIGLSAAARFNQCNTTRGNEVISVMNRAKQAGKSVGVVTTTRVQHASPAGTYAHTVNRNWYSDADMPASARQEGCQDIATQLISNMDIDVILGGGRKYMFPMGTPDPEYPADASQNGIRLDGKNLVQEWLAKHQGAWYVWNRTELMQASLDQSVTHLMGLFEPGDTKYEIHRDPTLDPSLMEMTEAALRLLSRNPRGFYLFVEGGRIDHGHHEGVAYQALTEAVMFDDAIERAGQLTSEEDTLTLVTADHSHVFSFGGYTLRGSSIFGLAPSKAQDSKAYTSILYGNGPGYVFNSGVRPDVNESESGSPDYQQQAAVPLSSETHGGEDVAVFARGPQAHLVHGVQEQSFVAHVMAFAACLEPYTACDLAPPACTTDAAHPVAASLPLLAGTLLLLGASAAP
# mIAP inh = inhibitors of mouse IAP, primary screen, biochemical, luminescence, uHTS; AID 2806, 2010; 0.2% of 330,000 active; purified mouse IAP, CDP-Star luminescence, 30 min; inhibition, % at 10 µM;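 active = inhibition of at least 40% at 10 µM in the primary screen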;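 also: plate controls were DMSO with enzyme for no effect and no enzyme wells for full effect; values of inactives mirror those of a sister screen read the other way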
# hIAP activ = human IAP activators, primary screen, biochemical, luminescence, uHTS; Intestinal-type alkaline phosphatase (Homo sapiens), P09923; activation factor at 10 µM; 0.16% of 330,000 active; AID 2524, 2010; purified human IAP, CDP-Star luminescence, 30 min; active compounds read high; 1 = vehicle-only enzyme, 0 = enzyme-free background;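 active = activation factor of the enzyme at least 2-fold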; also: the source names both 10 and 20 µM as test concentration; values of inactives mirror those of a sister screen read the other way
# NR3A LBD binder = binders of NR3A ligand-binding domain, primary screen, biophysical, differential scanning fluorimetry, uHTS. NR3A LBD differential scanning fluorimetry, Tm shift; 0% = protein alone, 100% = glycine-bound protein. Tm shift relative to glycine control, % at 25 µM. 2.5% of 340,000 active;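 active = melting temperature shift of at least 10% of the positive control shift, at one fixed dose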
# APOBEC3A inh = APOBEC3A ssDNA deaminase inhibitors, primary screen, selectivity assay for APOBEC3G inhibitor project, biochemical, FAM/TAMRA oligo cleavage fluorescence | DNA dC->dU-editing enzyme APOBEC-3A (Homo sapiens), P31941 | recombinant A3A, FAM/TAMRA ssDNA deamination fluorescence | inhibition, % at 20 µM | 0.41% of 330,000 active;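 active = at least 40% inhibition at 20 µM here, with at most 30% in a related deaminase screen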;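 also: plate controls were A3A with DMSO for no effect and wells lacking A3A enzyme for full effect; some results filed as inactive read as strong as hits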
# Target sequence (P31941 whole entry, looked up): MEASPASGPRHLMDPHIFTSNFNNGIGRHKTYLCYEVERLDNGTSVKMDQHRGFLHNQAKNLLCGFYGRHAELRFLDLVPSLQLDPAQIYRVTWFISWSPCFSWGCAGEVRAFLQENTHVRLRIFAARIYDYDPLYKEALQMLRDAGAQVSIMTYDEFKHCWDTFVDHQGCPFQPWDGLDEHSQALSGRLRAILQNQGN
# MIN6 prolif = inducers of MIN6 beta-cell proliferation, primary screen, ATP luminescence, uHTS | 0.29% of 330,000 active | MIN6 cells proliferation, ATPlite luminescence, 48 h; cells starved in 0.2% serum; 100% = growth in 10% serum | proliferation, % at 10 µM;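 active = compounds whose signal lies at least 3.5 SD above the mean of all wells on their plate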;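 also: 0% = DMSO-treated cells in low-serum medium and 100% = 10% serum control; some compounds called inactive have numbers as strong as hits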
# mIAP act = activators of mouse IAP, primary screen, biochemical, luminescence, uHTS. intestinal alkaline phosphatase [Mus musculus]. 0.24% of 330,000 active. muIAP, CDP-Star luminescence, 30 min; active compounds read high; 1 = vehicle-only enzyme signal, 0 = enzyme-free wells. AID 2805, 2010. activation factor at 10 µM;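 active = activation factor of at least 2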; also: the source names both 10 and 20 µM as test concentration; values of inactives mirror those of a sister screen read the other way
#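 System: Mouse IAP enzyme | Also added: CDP-Star substrate | Dosing: Compounds dispensed in DMSO | Schedule: 30 min enzyme-substrate-compound incubation at room temperature | Technique: Chemiluminescence readout | Control set: DMSO-only wells and no-enzyme negative control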
# A3G deaminase = APOBEC3G DNA deaminase inhibitors, primary screen, biochemical, fluorescence, single-stranded DNA substrate, uHTS; DNA dC->dU-editing enzyme APOBEC-3G (Homo sapiens), Q9HC16; recombinant A3G, ssDNA deamination FAM/TAMRA fluorescence; inhibition, % at 20 µM; 0.28% of 330,000 active; AID 493012, 2011;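 active = inhibition of at least 40% at 20 µM, with no more than 30% in the related APOBEC3A deaminase screen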;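 also: plate controls were DMSO wells with A3G for no effect and wells lacking A3G enzyme for full effect; some compounds called inactive have numbers as strong as hits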
# Target sequence (Q9HC16 whole entry, looked up): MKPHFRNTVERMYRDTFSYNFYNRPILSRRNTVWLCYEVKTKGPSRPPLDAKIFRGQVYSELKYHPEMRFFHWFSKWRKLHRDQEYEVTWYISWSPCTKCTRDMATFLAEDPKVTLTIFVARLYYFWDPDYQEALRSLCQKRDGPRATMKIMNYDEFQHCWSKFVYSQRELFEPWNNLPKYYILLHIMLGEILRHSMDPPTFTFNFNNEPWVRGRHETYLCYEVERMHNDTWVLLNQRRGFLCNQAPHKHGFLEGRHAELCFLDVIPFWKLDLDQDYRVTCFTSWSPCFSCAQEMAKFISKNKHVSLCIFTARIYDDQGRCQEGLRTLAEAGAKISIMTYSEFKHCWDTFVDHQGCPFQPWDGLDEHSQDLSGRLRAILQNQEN
# MPTP inh = mitochondrial permeability transition pore inhibitors, primary screen, biochemical, isolated mouse mitochondria, absorbance. Ca2+ swelling absorbance, 30 min. inhibition, % at 10 µM. 1.4% of 360,000 active. AID 602449, 2012;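 active = inhibition of 50% or more, scaled per plate between neutral and stimulator controls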;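 also: 0% = DMSO wells given calcium and 100% = 1 mM EGTA wells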
# Starred values were filed as active, the others as inactive; · = not tested or not shown.
SMILES,hIAP block,mIAP inh,hIAP activ,NR3A LBD binder,APOBEC3A inh,MIN6 prolif,mIAP act,A3G deaminase,MPTP inh
CCN1CCc2c(sc(NC(=O)C3COc4ccccc4O3)c2C(N)=O)C1 (stereo not given),4,-4,0.96,1,-3,-4,1,-7,-1.1
COc1ccc(N2CCN(C(=O)Cn3nnc(-c4cccs4)n3)CC2)cc1,-6,-5,1.1,-15,-4,-1,1,-9,-1.2
Cc1nnc(SCC(=O)N(C)C2CCCCC2)s1,4,-10,0.96,0,-1,3,1.1,-10,-3.3
Cn1ccnc1SCC(=O)Nc1ccc2nc(SCC(=O)NC3CC3)sc2c1,-11,16,1.1,-4,-2,-1,0.84,-7,·
CN1CCC(=NNC(=O)C(=O)NC2CCCC2)CC1,8,0,0.92,2,-5,-3,1,-12,-2.0
CCC(CC)c1ncc[nH]1,-7,2,1.1,2,-2,-3,0.98,-3,-1.2
COc1ccc(/C(C)=N/N=C2/NC(=O)CC(C(=O)O)S2)cc1 (stereo not given),8,1,0.92,-1,-1,5,0.99,-9,-0.8
O=c1[nH]c(CSc2nnc(Cc3ccccc3)o2)nc2ccccc12,-4,7,1,-2,-4,1,0.93,-6,-0.1
O=C(OCC(=O)N1CCCCC1)c1ccccc1SCC(=O)N1CCCCC1,1,-2,0.99,-2,0,-4,1,-15,0.8
C=CCn1c(SC)nnc1-c1cccc([N+](=O)[O-])c1,-5,-1,1,-3,0,-1,1,-1,0.3
COc1ccc(C2/C(=C(\O)c3cc(C)ccc3C)C(=O)C(=O)N2CCN(C)C)cc1OC (stereo not given),9,2,0.91,-2,3,1,0.98,0,-3.2
O=C(NCc1ccc(N2CCCC2=O)cc1)c1cn(CCc2ccccc2)nn1,-4,6,1,6,2,-4,0.94,1,-1.2
CC(=O)Nc1c(NC(C)C)c2ccccc2oc1=O,7,4,0.93,-1,-1,-2,0.96,0,-0.7
CCc1ccc(C(=O)COC(=O)CNC(=O)C2CCCCC2)cc1,-5,-1,1,-1,-3,0,1,-12,-0.9
O=c1ccc2ccc(Oc3ccc([N+](=O)[O-])cc3[N+](=O)[O-])cc2o1,2,15,0.98,·,0,-6,0.85,-5,·
Cc1cccc(N(CC(=O)NC2CCCC2)C(=O)c2cc3cc4cccc(C)c4nc3s2)c1C,-4,16,1,-2,-2,-3,0.84,-5,2.8
COC(=O)Nc1nnc(Cc2ccc(OC)cc2)s1,-26,-3,1.3,-2,-1,-2,1,-5,0.5
COc1ccc(C(=O)OCc2c(F)cccc2Cl)cc1S(=O)(=O)N1CCOCC1,14,6,0.86,-4,1,-1,0.94,-7,0.7
CCOC(=O)c1[nH]ncc1CN1CCCC(C(=O)c2ccc(OC)cc2C)C1 (stereo not given),-14,2,1.1,-1,3,-3,0.98,1,0.5
COc1cccc(CNc2ncn[nH]2)c1OCc1ccccc1F,-35,5,1.4,-1,3,0,0.95,-4,2.1
O=C(CCCN1C(=O)c2cccc3cccc(c23)C1=O)N1CCN(c2ccccc2O)CC1,4,-2,0.96,-11,-1,-1,1,-5,0.8
OCc1n[nH]c(CO)n1,-2,8,1,0,3,0,0.92,-1,-0.6
O=C(Nc1cc2nn(-c3ccccc3)nc2cc1Cl)c1ccco1,-31,-8,1.3,-4,-4,-5,1.1,-3,1.8
CCN(CC)c1ccc(C(=O)OCc2c(C)noc2C)cc1,-17,3,1.2,-1,0,1,0.97,-6,-2.5
COc1ccc(S(=O)(=O)N2CCN(CC(=O)Nc3sccc3C(N)=O)CC2)cc1OC,14,8,0.86,1,-7,3,0.92,-9,-1.6
Cn1nnnc1SCC(=O)c1c(N)n(C)c(=O)n(C)c1=O,-12,-2,1.1,4,-1,1,1,-4,0.3
COc1ccc(NC2=NCCC2)cc1,1,-2,0.99,0,-1,4,1,-3,3.4
CCOc1ccccc1-n1c(COc2ccc(C)cc2)nnc1SCC(N)=O,-9,-6,1.1,-2,0,3,1.1,-4,-2.9
COC(=O)c1ccc(NC2c3ncccc3C(=O)N2Cc2cccs2)cc1 (stereo not given),14,4,0.85,-14,-1,1,0.96,-7,-0.3
CCCCNCc1cc(OCC)c(OCC(N)=O)cc1Br,0,-11,1,1,2,-3,1.1,-3,-3.2
COc1cccc(CNC(=O)CCC2CCCN(Cc3ccc4c(c3)CCO4)C2)c1 (stereo not given),-15,-11,1.2,-1,5,0,1.1,-3,0.6
COc1ccc(C2/C=C\CN(C(=O)NC(C)C)CC(=O)N2Cc2ccc(F)cc2)cc1 (stereo not given),-3,-9,1,4,1,-3,1.1,-11,1.3
CC(C(=O)OCc1nnc(-c2ccccc2)o1)N1C(=O)c2ccccc2C1=O (stereo not given),-1,2,1,0,-1,0,0.98,-4,-0.8
COc1ccc(C(=O)c2cnc(/N=C/N(C)C)s2)cc1,-21,3,1.2,1,-5,-4,0.97,-3,0.1
CCC(C(=O)NCCCN(CC)Cc1ccccc1)n1nc(C)c2sc3ccccc3c2c1=O (stereo not given),3,6,0.97,-1,-4,-8,0.94,-2,1.5
Cc1[nH]c(=O)c(C#N)cc1-c1csc(-c2ccccc2)n1,0,3,1,-1,2,4,0.97,-5,1.1
CCN(CC)c1ccc2cc(S(=O)(=O)c3ccc(C)cc3)c(=O)oc2c1,10,-9,0.9,-1,-1,-4,1.1,-11,20
COC(=O)c1ccc(NC(=O)NS(=O)(=O)c2ccc(C)cc2)cc1,1,6,0.99,0,-1,3,0.94,-6,1.1
CCOC(=O)c1c(NC(=O)CCN2C(=O)c3cccc([N+](=O)[O-])c3C2=O)sc(C(=O)OC(C)C)c1C,5,7,0.95,-1,3,-1,0.93,5,0.8
CCOC(=O)C1=C(C)NC(=O)NC1c1ccc(OCCO)c(OC)c1 (stereo not given),-18,0,1.2,1,-17,0,1,-4,-6.8
COCC(C)N=C1NN=C(c2c[nH]c3ccccc23)CS1 (stereo not given),-1,6,1,1,-1,1,0.94,-3,0.0
Cc1nc(N2CCc3ccccc3C2)[nH]c(=O)c1CCC(C)C,-4,-1,1,1,-1,-3,1,-4,-0.2
CCOc1ccc(N(C)S(=O)(=O)c2ccc(C)c(C(=O)NCc3ccccc3OC)c2)cc1,10,-1,0.9,1,-4,-5,1,-6,-1.4
CC(C)c1ccc(COc2ccc(C(=O)N3CCOCC3)cc2)cc1,-15,7,1.2,-1,-2,-4,0.93,-2,67*
O=c1c2ccccc2c(/C=N/c2nnc(Cc3ccccc3)s2)c(O)n1-c1ccc(Cl)cn1,19,5,0.81,-3,-3,-1,0.95,-4,26
CC(=O)c1ccc(NC(=O)C2C3C=CC(O3)C2C(=O)O)cc1 (stereo not given),-1,1,1,-1,0,1,0.99,-7,-1.2
CCN(CC)c1ccc(S(=O)(=O)Nc2cc(Cl)ccc2Cl)cc1NC(=S)NC(=O)C1CCCC1,14,20,0.86,14*,-4,-6,0.8,-9,21
c1ccc(-c2nnnn2CCOCCn2nnnc2-c2ccccc2)cc1,6,4,0.94,-1,-2,1,0.96,-9,0.4
C#CCOCCOCCOCCNc1nc(N2CCN(C(=O)[C@H](Cc3ccc(O)cc3)n3cc([C@@H](N)C(C)CC)nn3)CC2)nc(N2CCN(C(=O)[C@H](CCCCN)n3cc([C@@H](N)CC(C)C)nn3)CC2)n1 (stereo not given in full),-6,-13,1.1,·,5,-4,1.1,12,·
Nc1nc(SCC(=O)NCCOCCO)nc2sc3c(c12)CCCC3,11,9,0.89,-1,4,5,0.91,-4,-0.1
COc1cccc(CN2CCN(Cc3cc(OC)c(OC)cc3[N+](=O)[O-])CC2)c1,8,9,0.92,-1,-3,-3,0.91,-4,2.1
CCOC(=O)CSc1ccc(S(=O)(=O)N2CCCC2)cc1[N+](=O)[O-],2,3,0.98,3,-5,1,0.97,-16,-3.4
O=C(Nc1ccnn1C1CCN(CCCC2CCCC2)CC1)c1ccccc1Cl,-10,-18,1.1,-1,-7,-5,1.2,-6,0.9
COc1cccc(-c2nnc(NC(=O)c3ccccc3Br)o2)c1,0,13,1,-2,-3,0,0.87,-4,-2.2
OCCNc1nc(Nc2ccccc2)nc2ccccc12,11,7,0.89,0,1,1,0.93,-3,11
COc1ccc(C(=O)N/C(=C\c2cn(S(=O)(=O)N(C)C)c3ccccc23)C(=O)NCCCN2CCOCC2)cc1,-12,5,1.1,-2,-6,6,0.95,-5,-0.8
CN(C(=O)c1cc2c(s1)-c1ccccc1S(=O)(=O)C2)c1ccccc1,5,-9,0.95,-3,-2,1,1.1,0,1.2
O=c1c2c3nc4ccccc4nc3n(-c3ccc4c(c3)OCCO4)c2ncn1C1CCCC1,11,12,0.89,3,1,-1,0.88,7,-2.1
COCCN(CC(=O)Nc1ccccc1)S(=O)(=O)c1ccc(S(=O)(=O)N2CCCC2)cc1,9,-6,0.91,3,-1,-1,1.1,-4,-1.6
O=C(O)CCc1c(C(=O)O)[nH]c2ccccc12,-21,1,1.2,-1,-1,-2,0.99,2,-5.4

# (further entries)
SMILES,hIAP block,mIAP inh,hIAP activ,NR3A LBD binder,APOBEC3A inh,MIN6 prolif,mIAP act,A3G deaminase,MPTP inh
Cc1[nH]c2ccccc2c1C(=O)CSc1n[nH]c(N)n1,-21,3,1.2,-1,2,-1,0.97,-2,0.4
CC1CCC(C(C)C)C(OCC(O)C[N+]2(C)CCCCC2)C1 (stereo not given),-8,-19,1.1,-2,78*,-2,1.2,14,0.3
CC(C)(C)n1nnnc1C(c1ccc(F)cc1)N(Cc1ccc(F)cc1)Cc1ccco1 (stereo not given),-1,8,1,0,1,-6,0.92,-1,2.5
CCC(=O)N1CCN(c2ccc(NC(=S)NC(=O)COc3ccccc3)cc2)CC1,6,10,0.94,0,20,-2,0.91,7,13
CCOC(=O)C1CCN(CC(=O)Nc2c(C(=O)OC)n(C)c3cccc(C)c23)CC1,5,-1,0.95,1,1,-2,1,-5,-1.0
CC(CNC(=O)c1ccc(OC2CCN(Cc3ccccn3)CC2)cc1)c1ccccc1 (stereo not given),-21,-6,1.2,·,3,1,1.1,-6,0.5
COC(=O)C1=C(C)N(Cc2ccccc2)C(=NCCc2c[nH]c3ccccc23)N[C@H]1c1cccc(C(F)(F)F)c1,13,-11,0.87,-3,25,-6,1.1,13,1.5
Cc1[nH]c(=O)[nH]c(=O)c1S(=O)(=O)Nc1cccc([N+](=O)[O-])c1C,-8,6,1.1,0,-4,0,0.94,-9,-1.0

# Compounds above that have a COOH group, in the order listed:
SMILES,hIAP block,mIAP inh,hIAP activ,NR3A LBD binder,APOBEC3A inh,MIN6 prolif,mIAP act,A3G deaminase,MPTP inh
COc1ccc(/C(C)=N/N=C2/NC(=O)CC(C(=O)O)S2)cc1 (stereo not given),8,1,0.92,-1,-1,5,0.99,-9,-0.8
CC(=O)c1ccc(NC(=O)C2C3C=CC(O3)C2C(=O)O)cc1 (stereo not given),-1,1,1,-1,0,1,0.99,-7,-1.2
O=C(O)CCc1c(C(=O)O)[nH]c2ccccc12,-21,1,1.2,-1,-1,-2,0.99,2,-5.4

# Screens from PubChem BioAssay.
